Epigenetic reg – Quantitative High-Throughput Screen for Regulators of Epigenetic Control. 0.2% of 280,000 active. AID 1865, 2009. Potency, µM (series often up to 53.9 µM), inactives show at the highest dose GFP activation, usual class: activators. murine LDR cells, GFP reporter derepression, 30 h; also: potency is read from the fitted curve at half-maximal effect; % of control where 0% means no effect; nearly all actives have a fitted effect of over 60% in size
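Murine LDR cells bearing a silenced CMV-driven GFP reporter were exposed to compound for 30 h at 37 C. After PBS washes, GFP-positive cells (20-120 um objects) counted by laser-scanning microplate cytometry.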
CBFb RUNX1 block – qHTS Assay for Compounds Blocking the Interaction Between CBF-beta and RUNX1 for the Treatment of Acute Myeloid Leukemia; Runt-related transcription factor 1 (Homo sapiens) + Core-binding factor subunit beta …; AlphaScreen CBFb-His/RUNX1-biotin binding, biochemical; Potency, µM (top dose mostly 59.8 µM), for the others: top-dose activity, negative = inhibition, most hits filed as inhibitors; 230,000 tested, under 10 active; AID 1477, 2009; also: % of control where 0% means no effect
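Bead-based AlphaScreen assay; binding partners His-tagged CBF-beta and biotinylated RUNX1 at 30 nM each. Compound exposure 15 min after a 20-min protein preincubation; bead step 90 min; all steps at room temperature.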
IMPase Li inh – qHTS Assay for Identifying the Cell-Membrane Permeable IMPase Inhibitors: Potentiation with Lithium | Potency, µM (doses to about 59.4 µM), for inactives: at the top dose activity, negative = IMPase inhibition, actives largely listed as inhibitors | CHO-M1 cells, IP1 TR-FRET (IP-One), carbachol + lithium | AID 1457, 2008 | 0.35% of 210,000 active;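 also: IP1 builds up when IMPase is blocked and the TR-FRET signal falls; potency is read from the fitted curve at half-maximal effect; plate controls were basal vehicle for no effect and high inhibitor control for full effect; nearly all actives have a fitted effect of over 50% in size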
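CHO cells stably expressing M1 receptor (2000/well, cultured 16–30 h) treated 30 min at 37C with compound plus low lithium. Cytosolic IP1 by TR-FRET (665/620 ratio and 620 channel) after 10 min lysis; AC50 by Hill fit.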
L3MBTL1 inh – qHTS Assay for the Inhibitors of L3MBTL1; Lethal(3)malignant brain tumor-like protein 1 (Homo sapiens), Q9Y468; AlphaScreen L3MBTL1–H3K9me1 peptide binding; Potency, µM (highest dose often 57.1 µM), for the others: top-dose activity, negative = inhibition, hits mostly inhibitors; 0.66% of 230,000 active; also: potency is read from the fitted curve at half-maximal effect; % is scaled to controls: 0 for no effect and ±100 for the full control effect; nearly all actives have a fitted effect of over 60% in size
Target sequence (Q9Y468 whole entry, looked up): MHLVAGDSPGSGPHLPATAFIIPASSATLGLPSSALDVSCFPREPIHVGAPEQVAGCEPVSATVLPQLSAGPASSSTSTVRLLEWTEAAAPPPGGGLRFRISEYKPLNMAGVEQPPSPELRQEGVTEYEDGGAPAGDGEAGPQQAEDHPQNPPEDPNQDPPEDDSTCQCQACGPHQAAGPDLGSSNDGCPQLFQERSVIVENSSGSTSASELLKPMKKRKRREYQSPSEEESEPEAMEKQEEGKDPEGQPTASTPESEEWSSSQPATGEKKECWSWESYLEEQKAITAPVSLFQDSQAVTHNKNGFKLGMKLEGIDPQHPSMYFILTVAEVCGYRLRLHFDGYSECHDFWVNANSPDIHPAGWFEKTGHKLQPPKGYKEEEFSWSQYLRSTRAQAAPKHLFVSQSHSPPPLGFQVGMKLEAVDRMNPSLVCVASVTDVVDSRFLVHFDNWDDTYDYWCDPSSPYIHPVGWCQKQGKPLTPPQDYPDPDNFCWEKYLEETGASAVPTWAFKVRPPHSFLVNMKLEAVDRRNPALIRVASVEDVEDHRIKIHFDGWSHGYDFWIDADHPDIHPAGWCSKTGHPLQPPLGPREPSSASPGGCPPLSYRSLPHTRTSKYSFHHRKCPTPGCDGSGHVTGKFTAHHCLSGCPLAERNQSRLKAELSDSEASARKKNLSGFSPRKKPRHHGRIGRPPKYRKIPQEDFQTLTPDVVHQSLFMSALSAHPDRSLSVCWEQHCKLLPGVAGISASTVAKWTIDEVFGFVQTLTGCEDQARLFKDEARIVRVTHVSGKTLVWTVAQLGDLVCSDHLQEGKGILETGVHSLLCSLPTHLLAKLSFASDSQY
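AlphaScreen proximity signal between nickel-chelate acceptor and streptavidin donor beads (final 10 ug/mL) reports binding of 50 nM L3MBTL1 to 75 nM biotin-H3 K9me1 peptide; complex incubated with compounds 30 min at room temperature; cefsulodin titration as control.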
HTT aggregate – qHTS Multiplex Assay to Identify Dual Action Probes in a Cell Model of Huntington: Aggregate Formation (GFP); Potency, µM (series often up to 46.1 µM), inactives show at the top dose activity change, negative = inhibition, most hits filed as inhibitors; AID 1688, 2009; 1.1% of 220,000 active; PC12 HttQ103-GFP aggregates, Acumen cytometry, 40 h; also: potency is read from the fitted curve at half-maximal effect; % is scaled to controls: 0 for no effect and ±100 for the full control effect; nearly all actives have a fitted effect of over 60% in size
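Ecdysone-promoter PC12 model expressing HTT exon 1 Q103 fused to GFP, induced by tebufenozide at 100 nM final. Compounds titrated; aggregates sized 1–25 µm scored on a 488 nm laser cytometer.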
NPSR antagonist – qHTS Assay for Antagonists of the Neuropeptide S Receptor: cAMP Signal Transduction; CHO-NPSR cells, cAMP TR-FRET, antagonist mode; Q6W5P4; 1% of 220,000 active; Potency, µM (doses to about 38.3 µM), for the others: at the top dose activity change, negative = inhibition, most hits filed as inhibitors; also: potency is read from the fitted curve at half-maximal effect; % is scaled to controls: 0 for no effect and ±100 for the full control effect; nearly all actives have a fitted effect of over 50% in size; many of its hits are not listed in these tables
KinaseGlo FLuc – Counterscreen for Luciferase (Kinase-Glo TM) Inhibition. Luciferin 4-monooxygenase (Photuris pensylvanica), Q27757. Kinase-Glo luciferase, ATP luminescence, 8 min. Potency, µM (doses to about 38.3 µM), for the others: at the top dose activity change, negative = inhibition, most hits filed as inhibitors. 0.28% of 200,000 active. AID 1379, 2008; also: potency is read from the fitted curve at half-maximal effect; % is scaled to controls: 0 for no effect and ±100 for the full control effect; nearly all actives have a fitted effect of over 60% in size
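Recombinant Kinase-Glo luciferase, 10 uM ATP (linear range), luciferin; imidazole pH 7.2 / KCl / MgCl2 / Tween / BSA buffer; 8 min RT; luminescence.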
Starred values were filed as active, the others as inactive; & = joins results of further samples; [ ] = dose if it differs, or a comment. Calls follow the shape of the dose curve; as a rule, active = well fitted curve in the direction sought with a large enough effect; inconclusive = small, poorly fitted or top-dose-only effect, or another doubt; inactive = no such curve, though single readings can be large; an effect the other way counts as inactive or inconclusive. Not all compounds are listed (hit frequency here may not be typical).

How did O=[N+]([O-])c1cc(S(=O)(=O)Nc2cccc(C(F)(F)F)c2)ccc1-n1nnc2ccccc21 do in these assays?
Epigenetic reg: 1.0%; CBFb RUNX1 block: -15%; IMPase Li inh: 41%[activator][38.3 µM]; HTT aggregate: 11µM*; NPSR antagonist: 5%[46.1 µM]; KinaseGlo FLuc: 1%

What do the screens show for `Cc1ccc(NC(=O)c2cc(N3C(=O)C4CC=CCC4C3=O)ccc2N2CCCCC2)cc1` (stereo unspecified)?
Epigenetic reg: -1.5%; CBFb RUNX1 block: 2%; IMPase Li inh: -3%[38.3 µM]; L3MBTL1 inh: -2%; HTT aggregate: -13%; NPSR antagonist: -4%[46.1 µM]; KinaseGlo FLuc: -7%

Results for COc1ccc(NC(=S)NC(NC(=O)C(C)C)C(Cl)(Cl)Cl)c([N+](=O)[O-])c1 (stereo unspecified) ?
Epigenetic reg: 3.9%; CBFb RUNX1 block: 3%; IMPase Li inh: 2%[38.3 µM]; L3MBTL1 inh: 8%; HTT aggregate: 6%; NPSR antagonist: -18%[46.1 µM]; KinaseGlo FLuc: -3%

What do the screens show for `CCC(C)n1c(=S)[nH]c2ccccc2c1=O` (stereo unspecified)?
Epigenetic reg: -1.5%; CBFb RUNX1 block: 7%; IMPase Li inh: -4%; L3MBTL1 inh: 5%; HTT aggregate: -10%; NPSR antagonist: -27%; KinaseGlo FLuc: 2%

What do the screens show for `C=CCN(c1ccc(C(=O)Nc2ccc(C)cc2)cc1)S(C)(=O)=O`?
Epigenetic reg: -0.2%; CBFb RUNX1 block: 2%; IMPase Li inh: -2%; L3MBTL1 inh: 8%; HTT aggregate: -20%[9.22 µM]; NPSR antagonist: 6%

Results for COc1ccc(NC(=O)C(Cc2ccccc2)n2cccc2)cc1OC (stereo unspecified) ?
Epigenetic reg: -0.3%&0.0%; CBFb RUNX1 block: -14%; HTT aggregate: 18%[9.22 µM]; NPSR antagonist: -14%

How did Cc1ccc2[nH]c(C(=O)O)c(NC(=O)[C@@H]3C[C@@H]3c3ccccc3)c2c1 do in these assays?
Epigenetic reg: 1.0%; CBFb RUNX1 block: -3%; L3MBTL1 inh: -7%; HTT aggregate: 3%[9.22 µM]; NPSR antagonist: 8%

How did O=C(Cn1ccc([N+](=O)[O-])n1)NCCc1c[nH]c2ccccc12 do in these assays?
Epigenetic reg: -0.4%; CBFb RUNX1 block: 2%; IMPase Li inh: -4%; HTT aggregate: 10%; NPSR antagonist: 11%

Results for C/C=C(\C)C(=O)NCCN1C2=NC[C@H](Cc3ccccc3)N2C[C@H]1Cc1ccc(O)cc1 ?
Epigenetic reg: 0.2%; CBFb RUNX1 block: 10%; IMPase Li inh: 8%; L3MBTL1 inh: -4%; HTT aggregate: 20%[9.22 µM]; NPSR antagonist: -6%

How did COc1cccc(OC)c1/C(O)=C(\C#N)c1nc2ccccc2[nH]1 do in these assays?
Epigenetic reg: 0.0%; CBFb RUNX1 block: -5%; IMPase Li inh: 8%[38.3 µM]; L3MBTL1 inh: -5%; HTT aggregate: 25%; NPSR antagonist: -9%[46.1 µM]; KinaseGlo FLuc: -2%

Results for COc1cccc(OC)c1OCCCN1CCOCC1 ?
Epigenetic reg: -1.1%; CBFb RUNX1 block: -8%; IMPase Li inh: 7%[38.3 µM]; L3MBTL1 inh: -6%; HTT aggregate: 2%; NPSR antagonist: -6%[46.1 µM]; KinaseGlo FLuc: -3%

How did CCOC(=O)C1=C(C)N(c2ccc(C)cc2)C(=O)/C1=C\c1ccc(O)c(OC)c1 do in these assays?
Epigenetic reg: 0.0%; CBFb RUNX1 block: -14%; L3MBTL1 inh: -21%; HTT aggregate: 9%[9.22 µM]; NPSR antagonist: -57%

What do the screens show for `O=C(Nc1sc2c(c1C(=O)O)CCCCC2)c1ccco1`?
Epigenetic reg: -3.3%; CBFb RUNX1 block: 7%; IMPase Li inh: -1%[38.3 µM]; L3MBTL1 inh: -6%; HTT aggregate: -28%; NPSR antagonist: -21%[46.1 µM]; KinaseGlo FLuc: -1%

What do the screens show for `COc1cccc(C(=O)NC2(C(F)(F)F)N=C3SCCN3C2=O)c1` (stereo unspecified)?
Epigenetic reg: -1.0%; CBFb RUNX1 block: 2%; IMPase Li inh: 9%[38.3 µM]; HTT aggregate: -4%; NPSR antagonist: -9%[46.1 µM]; KinaseGlo FLuc: -5%

Results for N=C(N)N1CCc2ccccc2C1 ?
Epigenetic reg: 1.9%; CBFb RUNX1 block: 1%; IMPase Li inh: 5%&-3%; L3MBTL1 inh: 3%; HTT aggregate: -10%&-11%; NPSR antagonist: 4%; KinaseGlo FLuc: -1%

How did CCCn1c(SCC(=O)c2cc(OC)ccc2OC)nc2c1c(=O)n(C)c(=O)n2C do in these assays?
Epigenetic reg: 0.8%; CBFb RUNX1 block: -2%; IMPase Li inh: -5%[38.3 µM]; L3MBTL1 inh: -2%; HTT aggregate: -11%; NPSR antagonist: -17%[46.1 µM]; KinaseGlo FLuc: 15%

Results for CCCn1c(=O)c(C(=O)NCc2cccnc2)c(O)c2ccccc21 ?
Epigenetic reg: 3.6%; CBFb RUNX1 block: 0%; IMPase Li inh: 0%[38.3 µM]; L3MBTL1 inh: 9%; HTT aggregate: inconclusive; NPSR antagonist: -15%[46.1 µM]; KinaseGlo FLuc: -2%

What do the screens show for `O=C(CSc1nncs1)Nc1cc(-c2ccccc2)nn1-c1ccccc1`?
Epigenetic reg: 5.1%; CBFb RUNX1 block: 1%; IMPase Li inh: -4%; L3MBTL1 inh: 11%; HTT aggregate: 8%; NPSR antagonist: 8%; KinaseGlo FLuc: 0%

How did Cc1cc(Oc2ccc(=O)n(C)n2)nc(SCCOc2ccccc2)n1 do in these assays?
Epigenetic reg: 0.1%; CBFb RUNX1 block: 8%; L3MBTL1 inh: 3%; HTT aggregate: 15%[9.22 µM]; NPSR antagonist: -6%

What do the screens show for `COc1cc(OC)c(NC(=O)c2ccco2)cc1Cl`?
Epigenetic reg: -1.1%; CBFb RUNX1 block: 5%; IMPase Li inh: 21%[38.3 µM]; HTT aggregate: 5%; NPSR antagonist: -14%[46.1 µM]; KinaseGlo FLuc: -2%

Results for O=C(Nc1ccc2nc(-c3ccco3)c(-c3ccco3)nc2c1)N1CCN(c2ccccn2)CC1 ?
Epigenetic reg: -2.2%; CBFb RUNX1 block: -14%; IMPase Li inh: -4%; L3MBTL1 inh: 3.2µM*; HTT aggregate: -22%; NPSR antagonist: -14%; KinaseGlo FLuc: -11%

How did O=C(CC(=O)NC1CCCCC1)N/N=C/c1ccc(Cl)cc1 do in these assays?
Epigenetic reg: 0.0%; CBFb RUNX1 block: 1%; IMPase Li inh: inconclusive; L3MBTL1 inh: 3%; HTT aggregate: 9%; NPSR antagonist: inconclusive; KinaseGlo FLuc: 0%

What do the screens show for `Cc1cc(SCC(=O)c2ccc3c(c2)OCO3)nc2ccccc12`?
Epigenetic reg: 6.7%; CBFb RUNX1 block: 18%; IMPase Li inh: 23%[38.3 µM]; HTT aggregate: 8%; NPSR antagonist: -28%[46.1 µM]; KinaseGlo FLuc: -1%

What do the screens show for `CC(CCc1ccccc1)NC(=O)COc1cc(F)ccc1[N+](=O)[O-]` (stereo unspecified)?
Epigenetic reg: -0.2%; CBFb RUNX1 block: -3%; IMPase Li inh: -6%; HTT aggregate: inconclusive; NPSR antagonist: -6%

What do the screens show for `COc1ccc(OCC(=O)Nc2ccc(C)cc2)cc1`?
Epigenetic reg: 0.0%; CBFb RUNX1 block: 8%; IMPase Li inh: 23%[38.3 µM]; HTT aggregate: -10%; NPSR antagonist: -3%[46.1 µM]; KinaseGlo FLuc: -5%

What do the screens show for `O=C(NCc1ccco1)C(Cc1ccccc1)NS(=O)(=O)c1cccc2nsnc12` (stereo unspecified)?
Epigenetic reg: -0.2%; CBFb RUNX1 block: 3%; IMPase Li inh: 4%[38.3 µM]; L3MBTL1 inh: -5%; HTT aggregate: inconclusive; NPSR antagonist: 6%[46.1 µM]; KinaseGlo FLuc: 0%

How did CC(=O)Nc1ccccc1-c1nc2ccccc2nc1OCC(=O)c1ccc(Cl)cc1 do in these assays?
Epigenetic reg: 2.1%; CBFb RUNX1 block: 0%; IMPase Li inh: 7%; L3MBTL1 inh: 7%; HTT aggregate: -5%; NPSR antagonist: -11%[46.1 µM]; KinaseGlo FLuc: 3%

What do the screens show for `C=CCNC(=O)C1CC2Cn3c(nc4cc5ccccc5cc43)C2N1C` (stereo unspecified)?
Epigenetic reg: -4.7%; CBFb RUNX1 block: -7%; HTT aggregate: 24%[9.22 µM]; NPSR antagonist: 22%

What do the screens show for `O=C(NC1CCCCC1)C(c1ccc(F)cc1)N(CCN1CCOCC1)C(=O)c1ccc(-c2ccccc2)[nH]1` (stereo unspecified)?
Epigenetic reg: 5.7%; CBFb RUNX1 block: 0%; IMPase Li inh: 5%; L3MBTL1 inh: -2%; HTT aggregate: inconclusive; NPSR antagonist: -4%; KinaseGlo FLuc: -2%

Random excerpt: three entries already listed.
What do the screens show for `C=CCN(c1ccc(C(=O)Nc2ccc(C)cc2)cc1)S(C)(=O)=O`?
Epigenetic reg: -0.2%; CBFb RUNX1 block: 2%; IMPase Li inh: -2%; L3MBTL1 inh: 8%; HTT aggregate: -20%[9.22 µM]; NPSR antagonist: 6%

What do the screens show for `Cc1ccc(NC(=O)c2cc(N3C(=O)C4CC=CCC4C3=O)ccc2N2CCCCC2)cc1` (stereo unspecified)?
Epigenetic reg: -1.5%; CBFb RUNX1 block: 2%; IMPase Li inh: -3%[38.3 µM]; L3MBTL1 inh: -2%; HTT aggregate: -13%; NPSR antagonist: -4%[46.1 µM]; KinaseGlo FLuc: -7%

Results for CCCn1c(=O)c(C(=O)NCc2cccnc2)c(O)c2ccccc21 ?
Epigenetic reg: 3.6%; CBFb RUNX1 block: 0%; IMPase Li inh: 0%[38.3 µM]; L3MBTL1 inh: 9%; HTT aggregate: inconclusive; NPSR antagonist: -15%[46.1 µM]; KinaseGlo FLuc: -2%

Screens as filed in PubChem BioAssay.
